CHT block = inhibitors of human choline transporter CHT; Q9GZV3; CHT-expressing cells, membrane potential dye, choline response; active compounds read low; B-score at 10 µM; actives 0.86% (n = 310,000);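 active means B-score over 3 SD under the library average, and starting fluorescence ratio not unusually high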;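 further: choline stimulus applied at its EC90 after an EC20 pre-addition; B-score computed on integrated fluorescence ratio after choline addition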
Target sequence (Q9GZV3 whole entry, looked up): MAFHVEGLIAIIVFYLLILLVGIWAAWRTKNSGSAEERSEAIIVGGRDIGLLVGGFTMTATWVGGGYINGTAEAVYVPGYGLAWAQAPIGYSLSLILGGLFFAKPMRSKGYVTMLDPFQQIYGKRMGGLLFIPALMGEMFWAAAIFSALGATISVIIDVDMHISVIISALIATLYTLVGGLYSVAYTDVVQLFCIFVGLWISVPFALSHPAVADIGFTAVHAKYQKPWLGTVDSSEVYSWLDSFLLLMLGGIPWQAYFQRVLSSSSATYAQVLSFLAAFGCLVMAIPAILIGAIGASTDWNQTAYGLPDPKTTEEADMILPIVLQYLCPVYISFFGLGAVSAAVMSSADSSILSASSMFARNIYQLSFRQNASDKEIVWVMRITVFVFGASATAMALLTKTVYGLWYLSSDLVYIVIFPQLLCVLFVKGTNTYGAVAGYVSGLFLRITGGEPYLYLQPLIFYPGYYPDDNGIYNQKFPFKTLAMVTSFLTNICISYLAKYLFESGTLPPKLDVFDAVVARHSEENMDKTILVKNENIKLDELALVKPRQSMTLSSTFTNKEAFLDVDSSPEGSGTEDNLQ
KCNQ2 block = KCNQ2 channel blockers in CHO-K1 cells – cell-based, FluxOR thallium flux, B-score, primary screen (AID 2156). B-score at 10 µM. O88943. actives 1.1% (n = 310,000). 20 min; active compounds read low;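 active means fluorescence ratio B-score at most minus 3 library SDs, with starting brightness B-score within 2 library SDs, cut at about -5.5 in these data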
Numbers without * were called inactive; i = inactive; x = no result given.

Sequence of screens: CHT block, KCNQ2 block
CN(CC(=O)Nc1c(Cl)cccc1Cl)C(=O)c1ccccc1-c1nc2ccccc2s1
 : i, i
CCOc1ccccc1OCCn1nnc2ccccc21
 : i, i
O=C(COc1ccccc1)Nc1nc2cc3c(cc2s1)OCCO3
 : i, i
O=C(CCn1cnnn1)Nc1ccc(Cl)c(Cl)c1
 : i, i
Oc1c(C=C2N=c3ccccc3=N2)sc(=S)n1-c1ccc2ccccc2c1
 : i, i
CCn1c2ccccc2c2cc(NS(=O)(=O)c3ccc(C)cc3)ccc21
 : i, i
COc1ccc(-n2c(Cc3cccn3C)nnc2SCC(=O)NCc2ccco2)cc1
 : i, i
CCN(CC)c1ccc(C(=O)c2ccccc2C(=O)O)c(O)c1
 : i, i
O=S(=O)(c1ccc2ccccc2c1)N1CCN(S(=O)(=O)N2CCOCC2)CC1
 : i, i
CCN(CC)CCCn1c(C)cc2c(c1=O)C(c1ccccc1)C(C#N)=C(N)O2 (configuration not stated)
 : i, i
COc1cccc(C2CC3(CC(C)(C)NC(=S)N3)Oc3cc(O)ccc32)c1 (configuration not stated)
 : i, i
Cc1occc1C(=O)Nc1cccc([N+](=O)[O-])c1C
 : i, i
COc1ccc(C2=Nn3c(nnc3-c3ccco3)SC2)cc1
 : i, i
CCOC(=O)Nc1ccc(S(=O)(=O)Nn2cnnc2)cc1
 : i, i
Cn1nc(C(=O)Nc2ccccc2N2CCCC2)c2ccccc2c1=O
 : i, -5.6*
Cc1cc(NC(=O)CSc2nnc(COc3cccc(C)c3C)n2Cc2ccco2)no1
 : i, i
Cc1cccc2c1N(CCCOc1ccccc1)C(=O)C2=O
 : i, i
Cc1cc(C(=O)N2CCCC(N3CCN(c4cccc(C(F)(F)F)c4)CC3)C2)nn1C (configuration not stated)
 : i, i
Cc1cnc(CN(C)C(=O)CC2C(=O)NCCN2Cc2cccc(F)c2F)[nH]1 (configuration not stated)
 : i, i
COc1ccc(-c2cccc(NS(=O)(=O)c3ccccc3[N+](=O)[O-])c2)nn1
 : i, i
Cc1ccc(C)c(NC(=O)CCC(=O)N/N=C2/CC(=O)CC(C)(C)C2)c1
 : i, i
O=C(N=C1SC2CS(=O)(=O)CC2N1Cc1ccccc1)C1CCCCC1 (configuration not stated)
 : i, i
CN(Cc1nc(C(c2ccccc2)c2ccccc2)no1)CC1COCCO1 (configuration not stated)
 : i, i
COc1cc(/C=N/N2C(=O)C3C4C=CC(CC4)C3C2=O)ccc1O (configuration not stated)
 : i, i
CCOC(=O)CNC(=S)N(CCCN1CCN(C)CC1)Cc1cccs1
 : i, i
C/C(=N\NC(=O)c1ccc(Cn2cc(Br)cn2)o1)c1cccc(NC(=O)C(C)(C)C)c1
 : i, i
CCCn1c(C)cc(C(=O)CSc2nc3nc(C)cc(C)n3n2)c1C
 : i, i
N#Cc1ccsc1NC(=O)COC(=O)c1ccc(NC(N)=O)cc1
 : i, i
CCOC(=O)CC(c1ccc(N)cc1)n1c(C)ccc1C (configuration not stated)
 : i, i
CC(/C=C/c1ccccc1F)=N\NC(=O)c1cccc(F)c1
 : i, i

An excerpt of these results, with the structure last.
CHT block	KCNQ2 block	smiles
i	i	COc1ccc(-n2c(Cc3cccn3C)nnc2SCC(=O)NCc2ccco2)cc1
i	i	N#Cc1ccsc1NC(=O)COC(=O)c1ccc(NC(N)=O)cc1
i	i	Cc1cc(NC(=O)CSc2nnc(COc3cccc(C)c3C)n2Cc2ccco2)no1
i	i	Cc1occc1C(=O)Nc1cccc([N+](=O)[O-])c1C
i	i	Cc1cnc(CN(C)C(=O)CC2C(=O)NCCN2Cc2cccc(F)c2F)[nH]1 (configuration not stated)
i	i	Cc1ccc(C)c(NC(=O)CCC(=O)N/N=C2/CC(=O)CC(C)(C)C2)c1
i	i	CCn1c2ccccc2c2cc(NS(=O)(=O)c3ccc(C)cc3)ccc21

Grouped by structure: those above with a Cl atom (2)
Sequence of screens: CHT block, KCNQ2 block
CN(CC(=O)Nc1c(Cl)cccc1Cl)C(=O)c1ccccc1-c1nc2ccccc2s1
 : i, i
O=C(CCn1cnnn1)Nc1ccc(Cl)c(Cl)c1
 : i, i

More entries follow.
Sequence of screens: CHT block, KCNQ2 block
COc1cc(CNCCc2ccccc2)ccc1OCC(N)=O
 : i, i
CC(C)(C)C(=O)NC(=S)Nc1ccc(Cl)c(C(=O)O)c1
 : i, i
O=C(CSc1ccc2nnc(-c3cccnc3)n2n1)NCc1ccco1
 : i, i
Cc1cccc(NC(=O)c2ccc(Cl)nc2)n1
 : i, i
c1cc2c3c(cccc3c1)C(N1CCOCC1)=N2
 : i, i
Cc1[nH]c2ccc(C(=O)OC(C)C(=O)NCc3ccccc3)cc2c1C (configuration not stated)
 : i, i
CCOC(=O)c1[nH]c2ccc(F)cc2c1N=C(C)N(CC)CC
 : i, i
CCn1nc(NS(=O)(=O)c2ccc(NC(C)=O)cc2)c2cc3cccc(C)c3nc21
 : i, i
COc1ccc(C(=O)NNC(=O)Cc2ccc(-c3ccccc3)cc2)cc1OC
 : i, i
COC(=O)C1=C(O)/C(=C\c2cc(C)n(-c3ccccc3F)c2C)N=C1C
 : i, i
Cc1cccc(C(=O)OCC(=O)c2c(N)n(CC(C)C)c(=O)n(C)c2=O)c1[N+](=O)[O-]
 : i, i
COc1cccc(-c2cc(C(=O)N3CC4(C)CC3CC(C)(C)C4)no2)c1 (configuration not stated)
 : i, i
O=C(NCCOc1nc(N2CCOCC2)nc(N2CCOCC2)n1)Nc1ccccc1
 : i, i
O=C(NC(=S)N1CCN(c2ccc(Cl)cc2[N+](=O)[O-])CC1)c1cccs1
 : i, i
O=C(NCC1CCCO1)C(c1ccncc1)N(Cc1cccs1)C(=O)Cn1nnc(-c2ccc(F)cc2)n1 (configuration not stated)
 : i, i
CC(O)CNCCOc1ccccc1OCc1ccccc1 (configuration not stated)
 : i, i
Cc1ccc(S(=O)(=O)NCC(c2ccco2)S(=O)(=O)c2ccccc2)cc1 (configuration not stated)
 : i, i
Cn1c(=O)c2c(nc(NCc3ccccc3)n2CCCc2ccccc2)n(C)c1=O
 : i, i
COc1ccc(C(=O)OCc2csc(C)n2)c(O)c1
 : i, i
O=C(Nc1ccc2c(c1)CCCN2C(=O)c1ccccc1)c1ccccc1Br
 : i, i
O=C(NC1CCCCC1)c1cccc(OCc2ccccc2)c1
 : i, i
Cc1cc(C(=O)NNC(=O)Cc2ccc(Cl)cc2)c(C)o1
 : i, i
Cc1ccc(-c2ccnc3c(Cl)c(C)nn23)cc1
 : i, i
CCOC(=O)c1c(SC)nc(SC)c2c1CCC2
 : i, i
N#Cc1c(Cl)cccc1-n1ccnc1
 : i, i
NS(=O)(=O)c1ccc(CNC(=O)c2cc(-c3cccnc3)nc3ccc(Cl)cc23)cc1
 : i, i
CC(=O)c1cccc(OCC(=O)N2CCN(c3ccc(C(F)(F)F)cn3)CC2)c1
 : i, i
O=C(CSc1nnc(-c2ccc(OC(F)F)cc2)o1)N1CCOCC1
 : i, i
COC(=O)c1sccc1NC(=O)c1c(C)noc1C
 : i, i
CC(=O)OC(C(=O)NCc1ccc2c(c1)OCO2)c1ccccc1Cl (configuration not stated)
 : i, i

Next section.
Sequence of screens: CHT block, KCNQ2 block
Cc1ccccc1NC1=C/C(=N\S(=O)(=O)c2cccs2)c2ccccc2C1=O
 : i, i
S=C(Nc1ccccc1Oc1ccccc1)Nc1cccc(Cl)c1Cl
 : i, i
COc1ccc(CNC(=O)CCS(=O)(=O)c2ccc3c(c2)oc(=O)n3C)cc1
 : i, i
Cc1cc(C2=NNC(=NC3CC3)SC2)c(C)n1-c1ccccc1
 : x, i
CC1(C)Oc2ccc3ccc(=O)oc3c2/C(=C/NC2CCCCC2)C1=O
 : i, i
COc1ccc(C(=O)Nc2nnc(S(=O)(=O)Cc3ccc(F)cc3)s2)cc1
 : i, i
CCOC(=O)N1CCN(C(=O)c2nn(-c3ccc(C)cc3)c(=O)c3c2c2ccccc2n3C)CC1
 : i, i
CCNC(=O)CSc1nnc(-c2cc(-c3ccc(Cl)cc3)nc3ccccc23)o1
 : i, i
COc1ccc(C(=O)NC(C)CCn2cccn2)cc1OC1CCN(C(C)C)CC1 (configuration not stated)
 : -9.8*, i
COCCCn1c(=O)c2sccc2n(Cc2ccc(C)cc2)c1=O
 : i, i
N#Cc1ccccc1Cn1c(=O)n(C2CCCC2)c(=O)c2ccccc21
 : i, i
COc1ccc(CCNC(=O)C(=O)NCC2OCCN2S(=O)(=O)c2ccc(Br)cc2)cc1 (configuration not stated)
 : i, i
CCOc1ccc(C(=O)N(Cc2ccc(N(C)C)cc2)C2CCS(=O)(=O)C2)cc1 (configuration not stated)
 : i, i
COc1ccc(CN2C3CCCC2CC(NC(=O)c2cccc(F)c2)C3)cc1 (configuration not stated)
 : i, i
COc1ccc(-c2cc(C(=O)OCC(=O)Nc3ccc4c(c3)OCO4)c3ccccc3n2)cc1
 : i, i
CC(OC(=O)c1ccc(NC(=O)CC#N)cc1)C(=O)Nc1nc(-c2ccccc2)cs1 (configuration not stated)
 : i, i
CC1CCN(C2CCN(C(=O)c3ccccc3F)CC2)CC1
 : i, i
COC(=O)[C@@H](Cc1ccccc1)NC(=O)NCCc1ccc(OC)c(OC)c1
 : i, i
O=C(NN=C1CCCCCCCCCCC1)c1ccncc1
 : i, i
CC1(C)CC(=O)C(C=NCCN2CCN(C(=O)C34CC5CC(CC(C5)C3)C4)CC2)=C(O)C1
 : i, i
CC(C)=C1C2C=CC1C(C(=O)Nc1cccc(C)c1)C2C(=O)O (configuration not stated)
 : i, i
Nc1nonc1-n1nnc(C(=O)N/N=C/c2ccc(Cl)cc2)c1-c1ccc2c(c1)OCO2
 : i, i
COc1ccc(Cl)cc1N(CC(=O)N1CCCC1)S(=O)(=O)c1ccc(C)cc1
 : i, i
CC(=O)Nc1ccc(S(=O)(=O)N(C)CC(=O)OCCOc2cccc(C)c2)cc1
 : i, i
O=C(NC1CC1)c1ccc(CS(=O)c2ccccc2)o1 (configuration not stated)
 : i, i
Cc1ccc(O)c([C@H](CCN(C(C)C)C(C)C)c2ccccc2)c1
 : i, i
Cc1ccc(C)c(S(=O)(=O)N2CCN(CC(=O)Nc3ccc([N+](=O)[O-])cc3)CC2)c1
 : i, i
COc1cccc(OCC(O)CNC(C)c2ccccc2)c1 (configuration not stated)
 : i, i
CC1NC2(C(=O)N(Cc3ccccc3)c3ccccc32)C2C(=O)N(c3ccccc3)C(=O)C12 (configuration not stated)
 : i, i
O=C(/C=C/c1ccco1)N(Cc1cccc(Br)c1)C1CCS(=O)(=O)C1 (configuration not stated)
 : i, i

Full records from above. Order of values: CHT block | KCNQ2 block
`CC1(C)Oc2ccc3ccc(=O)oc3c2/C(=C/NC2CCCCC2)C1=O` is listed with i | i
`S=C(Nc1ccccc1Oc1ccccc1)Nc1cccc(Cl)c1Cl` is listed with i | i

(more compounds)
Sequence of screens: CHT block, KCNQ2 block
CCN(CC)C(=O)CSc1nc2c(sc(=S)n2-c2ccccc2)c(=O)[nH]1
 : i, i
N#Cc1nc(Cc2cccc3ccccc23)oc1NCCCN1CCOCC1
 : -5.7*, i
CCCN1CCN(c2nc3c([nH]2)c(=N)ncn3CC(O)CO)CC1 (configuration not stated)
 : i, i
COc1ccc(OC)c(C2C(C#N)=C(N)N(N(C)C)C3=C2C(=O)CCC3)c1 (configuration not stated)
 : i, i
CC(=O)C1=C(C)OC(N)=C(C#N)C1c1cc([N+](=O)[O-])ccc1Cl (configuration not stated)
 : i, i
CN1CCN(C(=O)c2cc(-c3ccccc3)on2)CC1
 : i, i
Cc1c(C(=O)NC2=NCCS2)cccc1[N+](=O)[O-]
 : i, i
CC(C)C(=O)Nc1ccc(-c2ccc3nncn3n2)cc1
 : i, i
Cc1cccc(CC(C)NC(=O)c2oc3c(F)cccc3c2C)n1 (configuration not stated)
 : i, i
COc1ccc(CNC(=O)Cc2cccs2)cc1
 : i, i
O=C(NC12CC3CC(CC(C3)C1)C2)OCCNC1CCCCC1
 : i, i
O=c1c2ccccc2[nH]c(=S)n1CCCn1ccnc1
 : i, i
CCCNC(=O)N1CCN(c2ncccn2)CC1
 : i, i
CN1CCc2c(sc(N)c2C(N)=O)C1
 : i, i
COc1cc(/C=C2/C(=N)N3C(=NC2=O)SN=C3S(C)(=O)=O)ccc1OS(=O)(=O)c1ccccc1
 : -6.2*, i
CC(=O)Nc1nonc1C(=O)N1CCC(C)CC1
 : i, i
CCOC(=O)C1=C(C)NC2=C(C(=O)CCC2)C1c1cn(Cc2ccc(Cl)cc2Cl)nc1-c1ccccc1 (configuration not stated)
 : i, i
CCN(CC(=O)Nc1ccc(OC)cc1)CC(=O)Nc1ccc(Br)cc1F
 : i, i
CCOC(=O)C(NC(=O)c1ccccc1)(Nc1cccc(C)n1)C(F)(F)F (configuration not stated)
 : i, i
CC(Oc1ccccc1)C(=O)N1CCN=C1SCc1ccccc1 (configuration not stated)
 : i, i
O=C(NCCN1CCOCC1)c1sc2cc(Cl)ccc2c1Cl
 : i, i
CC1(C)CC2CC(C)(CN2Cc2c(O)ccc3ccccc23)C1 (configuration not stated)
 : i, i
CCn1cc(/C=C(/C#N)S(=O)(=O)c2ccccc2)cn1
 : i, i
O=C(/C=C/c1ccc([N+](=O)[O-])cc1)c1cccnc1
 : i, -9.9*
Cc1ccc(C(=O)Nn2c(O)c(C=C3N=c4ccccc4=N3)sc2=S)cc1
 : i, i
C/C(=N\Nc1nc(N)cc(Cl)n1)c1cccc(N)c1
 : i, i
CN1C(=O)C2(N=c3ccccc3=N2)c2ccccc21
 : i, i
COc1ccc(-c2cc(=O)oc3cc(OCC(=O)NCC4CCC(C(=O)O)CC4)ccc23)cc1 (configuration not stated)
 : i, i
O=S(=O)(NCC(c1ccco1)N1CCN(c2ccccc2F)CC1)c1ccc2c(c1)OCCO2 (configuration not stated)
 : i, i
COc1ccc(COC(=O)CN2C(=O)NC3(CCCC3)C2=O)cc1F
 : i, i
CCOc1ccc(NC(=O)NCCCCc2ccccc2)cc1
 : i, i
